From PubChem
Anthrax LF inh2 – blocks Bacillus anthracis lethal factor protease | P15917 | AID 588501 | inhibition, % at 10 µM | 360,000 compounds, 0.12% hits | multiplex microsphere protease cleavage assay, LF; note: plate controls were buffer without enzyme for full effect and enzyme alone for no effect
Target sequence (P15917 whole entry, looked up): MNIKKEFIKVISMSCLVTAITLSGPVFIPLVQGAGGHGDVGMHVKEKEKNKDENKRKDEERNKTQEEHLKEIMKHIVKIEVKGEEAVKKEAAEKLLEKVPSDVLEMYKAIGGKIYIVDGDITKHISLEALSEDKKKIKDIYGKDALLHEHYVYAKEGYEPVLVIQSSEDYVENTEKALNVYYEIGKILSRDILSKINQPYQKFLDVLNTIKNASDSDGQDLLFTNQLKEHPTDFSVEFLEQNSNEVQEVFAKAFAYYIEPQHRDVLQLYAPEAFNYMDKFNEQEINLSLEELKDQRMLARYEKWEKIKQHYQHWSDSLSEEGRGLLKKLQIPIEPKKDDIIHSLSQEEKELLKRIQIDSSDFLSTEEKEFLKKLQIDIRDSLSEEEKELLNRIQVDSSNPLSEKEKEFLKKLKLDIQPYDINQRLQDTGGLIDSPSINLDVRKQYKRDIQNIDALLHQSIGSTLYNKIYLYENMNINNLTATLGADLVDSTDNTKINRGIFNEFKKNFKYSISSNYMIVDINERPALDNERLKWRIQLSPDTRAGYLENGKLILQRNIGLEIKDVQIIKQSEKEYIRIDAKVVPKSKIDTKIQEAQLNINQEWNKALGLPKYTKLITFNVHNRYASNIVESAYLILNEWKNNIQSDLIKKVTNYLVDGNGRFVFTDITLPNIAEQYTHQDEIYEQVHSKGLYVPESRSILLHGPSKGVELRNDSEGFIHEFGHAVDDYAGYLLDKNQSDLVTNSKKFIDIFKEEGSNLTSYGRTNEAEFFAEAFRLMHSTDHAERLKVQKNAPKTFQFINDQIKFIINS
CCHFV vOTU inh – CCHFV vOTU protease inhibition | Pep-AMC fluorescence | inhibition, % at 11.5 µM | 370,000 compounds, 0.55% hits; in the data active = inhibition above about 30%; note: 0% = vehicle wells with enzyme and 100% = no enzyme wells
VHR inh abs – DUSP3 (human) phosphatase inhibition | 290,000 compounds, 0.52% hits | inhibition, % at 13.3 µM | recombinant VHR phosphatase, pNPP absorbance | AID 1654 | P51452; in the data active = inhibition above about 50%; note: some compounds called inactive have numbers as strong as hits
MazF activator – activators of E. coli MazEF toxin-antitoxin RNase. FAM/BHQ RNA-DNA oligo cleavage fluorescence, 5 h. activation, % at 20 µM. P0AE70. 350,000 compounds, 0.32% hits; in the data active = activation above about 50%
Target sequence (P0AE70 whole entry, looked up): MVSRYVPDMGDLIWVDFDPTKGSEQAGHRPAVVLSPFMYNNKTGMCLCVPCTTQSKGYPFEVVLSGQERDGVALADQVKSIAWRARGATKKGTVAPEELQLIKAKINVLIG
PrPC TRFRET – cell surface PrPC inhibition, primary TR-FRET screen; TR-FRET read-out; inhibition, % at 13.8 µM; P04156; 370,000 compounds, 0.43% hits; in the data active = inhibition above about 24%; note: 0% = median of the test wells and 100% = reference compound wells
BoNT A protease – blocks Botulinum neurotoxin A light chain protease; multiplex microsphere protease substrate cleavage, flow cytometry; inhibition, % at 10 µM; 360,000 compounds, 0.17% hits; AID 588499; note: plate controls were buffer without enzyme for full effect and enzyme alone for no effect
BoNT F protease – BoNT F light chain protease inhibition; Multiplex microsphere protease cleavage assay, flow cytometry; 360,000 compounds, 0.22% hits; inhibition, % at 10 µM; in the data active = inhibition above about 35%, passing the limit was not always enough; inconclusive = no clear call, values can overlap the other calls; note: plate controls were buffer without enzyme for full effect and enzyme alone for no effect
Rv3671c protease – Rv3671c (M. tuberculosis) protease inhibition | inhibition, % at 5.96 µM | P9WHR9 | AID 2606 | 320,000 compounds, 0.048% hits; in the data active = inhibition above about 38%;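 note: extracellular domain of Rv3671c used as enzyme; 0% = enzyme with DMSO and 100% = no enzyme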
PriA SSB inh – blocks PriA binding to SSB C-terminal tail | 430,000 compounds, 0.6% hits | inhibition, % at 33 µM | AlphaScreen SSBct-PriA binding, biotinylated peptide; in the data active = inhibition mostly above about 37%, no sharp cut-off; inactive = mostly below about 20%;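 note: plate controls were negative control peptide for no effect and reference peptide for full effect; strong numbers were not always called active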
SARS 3CLpro inh – SARS-CoV 3CLpro protease inhibition. inhibition, % at 6 µM. 290,000 compounds, 0.14% hits. recombinant SARS-CoV 3CLpro, quenched FRET peptide cleavage; in the data active = inhibition above about 12%
The depositor's hits bear a star; ? = inconclusive; nt = no result given. Cut-off read from the data, not from the text of the source, unless noted: active = inhibition above about 30%; inconclusive = no clear call, values can overlap the other calls; inactive = below that.

no.	Molecule	Anthrax LF inh2	CCHFV vOTU inh	VHR inh abs	MazF activator	PrPC TRFRET	BoNT A protease	BoNT F protease	Rv3671c protease	PriA SSB inh	SARS 3CLpro inh
1	CCCC/C(=N\O)c1c[nH]c2ccccc12	-4	-10	12	10	-4	1.0	-2	6	nt	-3
2	CC1=C([N+](=O)[O-])C(c2ccccc2)NC(=O)N1 (centres undefined)	25	14	-8	5	5	-0.4	-7	1	-6	2
3	Cc1cc(S(=O)(=O)Nc2c(C)nc3nc[nH]n3c2=O)ccc1F	-8	-8	10	2	-3	0.3	-6	10	-10	1
4	CCOC(=O)c1c(NC(=O)/C=C\C(=O)O)sc(C)c1-c1ccccc1	-4	6	24	1	6	-0.9	0	5	1	1
5	CC(=O)OC1CCC2(C)C(CCC3C2CC(=O)C2(C)C3CC(C(C(C)=O)C(C)=O)C2C(C)=O)C1 (centres undefined)	0	-22	nt	1	0	-0.4	5	nt	-9	nt
6	COc1ccc(N(CC(=O)Nc2cccc([N+](=O)[O-])c2C)S(C)(=O)=O)cc1OC	-1	23	-11	10	4	0.0	-2	6	-6	0
7	COc1ccc(S(=O)(=O)N2CCCCC2)cc1NC(=O)CN(C)C1CCCCC1	-4	19	12	-11	-2	0.0	-3	11	-3	1
8	Cc1cc(C(=O)CSc2ncccn2)c(C)n1-c1cccc(F)c1	-5	-5	-1	1	2	-1.1	-6	0	-7	4
9	CC(C)Cc1csc(NC(=O)c2ccccc2Cl)c1C(=O)O	-1	4	-1	5	2	-0.2	1	-10	-1	7
10	O=C(Nc1ccc2c(c1)OCCO2)C(=O)c1c[nH]c2ccccc12	-1	3	9	-21	-5	-1.5	10	-18	5	-1
11	CC(=O)NC(c1cccc(F)c1)c1nc(-c2ccccc2)cs1 (centres undefined)	4	5	nt	nt	-1	0.6	5	nt	nt	nt
12	CCCCc1nc(N)c(C#N)c(-c2ccco2)c1CCC	-2	-1	5	1	1	-1.4	-10	4	-8	1
13	Cc1cccc(C2=NCC(=O)N(CC(=O)NCc3ccco3)c3sc4c(c32)CCCC4)c1	-9	-3	-6	3	9	-0.7	-1	-2	6	-4
14	CC(=O)Nc1cccc(-c2csc(Nc3ccc(C)cn3)n2)c1	-1	1	9	-12	12	0.2	0	4	19	0
15	CCS(=O)(=O)N1Cc2ccccc2CC1C(=O)Nc1nc2ccc(F)cc2s1 (centres undefined)	2	19	6	-3	5	3.1	4	-19	4	4
16	NC1=NC(=O)/C(=C/c2cn(CCC(=O)O)nc2-c2ccc(F)cc2)S1	1	-3	17	-2	-30	-0.8	-2	1	-2	4
17	CC1=[N+]([O-])C(C)(C)C(c2ccc(Br)cc2)=[N+]1[O-]	-1	14	0	1	9	-1.3	-12	-13	8	-3
18	O=C(NC1CCCC1)C(c1ccncc1)N(C(=O)c1csnn1)c1cccc(Cl)c1 (centres undefined)	1	2	-7	8	9	-2.2	-4	1	-1	-3
19	Fc1ccc(-c2nc3c(Cl)cc(C(F)(F)F)cn3c2Cc2cccc(Cl)c2)cc1	-1	12	nt	nt	1	-0.6	4	nt	nt	nt
20	COC(=O)C1SCC2C(=O)N(Cc3ccc(Cl)cc3)CC(=O)N21 (centres undefined)	-2	-5	-6	-1	17	0.2	-2	5	-10	0
21	CCOC(=O)c1c(C)n(COCCO)c2ccc(O)cc12	-4	-5	-6	1	7	-1.1	-8	-3	-4	-6
22	CCS(=O)(=O)Nc1cc(OC)c(OC)cc1Cc1nccc2cc(OC)c(OC)cc12	0	15	7	3	4	-1.1	0	2	-13	1
23	O=C(COc1ccc(S(=O)(=O)N2CCCCC2)cc1)N1CCCCCC1	-4	8	5	5	9	-0.1	-1	8	-5	-1
24	Cc1ccc(-c2nnn(CC(=O)NCCc3ccc4c(c3)OCO4)n2)o1	-3	10	22	1	-2	-0.5	-14	3	-15	-2
25	O=C(N/N=C/C1CC2CCC1C2)C1CC1 (centres undefined)	-2	9	-2	5	1	0.3	2	0	nt	-5
26	CCC(=O)NC(=S)Nc1ccc(S(=O)(=O)NC2CCCCC2)cc1	1	5	19	0	16	2.5	-8	1	-9	2
27	Cc1csc(NC(=O)c2cc(-c3ccncc3)nc3ccccc23)n1	3	-9	17	6	3	0.7	-12	1	5	5
28	O=C(NCc1cccnc1)C1CCC(CNS(=O)(=O)c2ccc(Cl)cc2)CC1 (centres undefined)	-5	0	14	0	-4	-1.1	-3	1	-1	4
29	COc1ccc(/C=C/c2nc3cc(-c4ccccc4)ccc3o2)cc1O	0	20	2	7	-13	-0.1	-14	-3	-3	8
30	Cc1ccc2cc(CN(CC3CCCO3)S(=O)(=O)c3c(C)ccc4nsnc34)c(=O)[nH]c2c1 (centres undefined)	1	-11	13	8	-9	0.5	0	1	-3	5

Molecules above with two or more sulfur atoms:
no.	Molecule	Anthrax LF inh2	CCHFV vOTU inh	VHR inh abs	MazF activator	PrPC TRFRET	BoNT A protease	BoNT F protease	Rv3671c protease	PriA SSB inh	SARS 3CLpro inh
15	CCS(=O)(=O)N1Cc2ccccc2CC1C(=O)Nc1nc2ccc(F)cc2s1 (centres undefined)	2	19	6	-3	5	3.1	4	-19	4	4
26	CCC(=O)NC(=S)Nc1ccc(S(=O)(=O)NC2CCCCC2)cc1	1	5	19	0	16	2.5	-8	1	-9	2
30	Cc1ccc2cc(CN(CC3CCCO3)S(=O)(=O)c3c(C)ccc4nsnc34)c(=O)[nH]c2c1 (centres undefined)	1	-11	13	8	-9	0.5	0	1	-3	5

Next section.
no.	Molecule	Anthrax LF inh2	CCHFV vOTU inh	VHR inh abs	MazF activator	PrPC TRFRET	BoNT A protease	BoNT F protease	Rv3671c protease	PriA SSB inh	SARS 3CLpro inh
31	CCCn1c(=O)[nH]c(=O)c2c1nc(-c1ccc(OC(F)(F)C(F)C(F)(F)F)cc1)n2CCOC (centres undefined)	-4	5	6	-5	2	-0.6	-3	-17	-17	2
32	COc1ccc(Br)cc1S(=O)(=O)N1CC(C)OC(C)C1 (centres undefined)	-4	3	18	0	2	-0.3	-9	0	-11	-8
33	O=C(CNC(=O)c1ccc(Br)o1)NCc1ccc2c(c1)OCO2	1	0	23	10	7	-0.9	-13	-2	-14	1
34	Cc1nc2ccc(Cl)cc2c(=O)n1-c1ccc([N+](=O)[O-])cc1	-11	-3	2	8	-17	-2.3	10	0	-1	1
35	COc1ccccc1NC(=O)Nc1ccnn1C1CCCCC1	0	-15	40	7	8	0.0	-2	-5	-7	-6
36	CCCS(=O)(=O)NC(=O)C1(C)CCCN(C(=O)c2cc(OC)c(OC)c(OC)c2)C1 (centres undefined)	1	-2	nt	nt	10	0.1	1	nt	nt	nt
37	CC(=O)c1c(C)nc2ccccn12	-4	-11	-8	12	0	-1.7	-17	-14	-13	1
38	Cc1ccc2nc(-c3ccc(NC(=O)CCN4C(=O)c5ccccc5C4=O)cc3)sc2c1	-4	-86	13	-36	0	0.1	-4	2	-22	-1
39	CC1CCN(C(C)C(=O)Nc2ccc(S(=O)(=O)N3CCCC3)cc2)CC1 (centres undefined)	3	-5	nt	0	-3	-0.1	-7	-5	5	nt
40	O=C(NCCOc1ccccc1Cl)c1cc(F)c(F)cc1Cl	-3	nt	-12	4	nt	0.3	-9	-1	-10	2
41	O=C(C(=O)N1CC=C(c2ccccc2)CC1)c1c[nH]c2ccccc12	0	-5	-6	43	3	0.3	2	-6	-13	5
42	CC1(C(=O)Nc2ccc(Cl)c(Cl)c2)CCN1C(=O)Cc1cccc2ccccc12 (centres undefined)	-1	4	nt	nt	8	0.1	1	nt	nt	nt
43	O=c1c2ccccc2nc(-c2ccc(F)cc2)n1NCc1ccccc1O	-1	5	14	5	2	-0.9	-8	3	4	1
44	CC1CCCCC1NC(=O)COC(=O)c1ccc2ccccc2n1 (centres undefined)	2	6	26	-18	2	-0.2	-5	7	-17	2
45	Cc1cccn2c(N)c(-c3ccccc3)nc12	1	-21	nt	3	-3	-0.1	-13	1	4	1
46	Cc1ccccc1NC(=O)COC(=O)c1cccc(S(=O)(=O)N2CCCCC2)c1	-3	-3	nt	4	6	2.5	6	12	-7	nt
47	CN(c1ccccc1)S(=O)(=O)c1cccc(C(=O)Nc2nn[nH]n2)c1	-1	-7	-4	6	-2	0.3	1	-4	-12	4
48	O=C(COc1cc(Cl)c(Cl)cc1Cl)NC(=O)Nc1ccc2c(c1)OCCO2	2	-4	-7	-20	-11	0.1	-1	1	-2	3
49	COc1ccc(OC)c(C(=O)c2coc3cc(Br)c(O)c(Br)c23)c1	5	15	nt	-6	12	-0.9	1	-5	6	nt
50	COc1ccc(C2=NS(=O)(=O)N(C)C(C(=O)Nc3ccc(F)cc3F)=C2)cc1	3	4	13	5	1	0.2	2	7	-1	-4
51	CCOC(=O)C1C(=O)C=C(c2ccc(C)cc2)CC1c1cccc([N+](=O)[O-])c1 (centres undefined)	-1	-8	-9	-4	0	1.3	-1	-4	6	2
52	NS(=O)(=O)c1ccc(-c2ccc(C=C3C(=O)NC(=O)NC3=O)o2)cc1	-6	12	6	-6	-7	-0.8	-2	-3	8	1
53	O=S(=O)(Nc1ccc(-c2nc3cccnc3s2)cc1)c1cccs1	-14	-250	12	-1	4	-2.7	-53	-5	-8	-1
54	CCCc1nc2ccccc2c(=O)n1-c1ccc(C(=O)OCC)cc1	-5	-6	39	3	0	-0.1	-4	4	0	1
55	CCC(=O)NNc1cccc(Cl)n1	-2	10	28	7	6	-0.1	-4	3	-25	0
56	CCCCSc1nnc(NC(=O)CCc2ccccc2)s1	-3	-8	23	2	-4	-0.2	-10	5	-16	1
57	CCOC(=O)C(NC(=O)c1ccc(OC)cc1)(Nc1cc(C)on1)C(F)(F)F (centres undefined)	2	0	3	3	2	0.8	-2	-4	-17	2
58	COc1ccccc1CN(C)C(=O)c1cc(C)nc2ccccc12	-12	-9	35	-19	0	-1.2	-18	0	-6	-5
59	CC(=O)C1=CCC(c2ccc(Cl)cc2)N(S(=O)(=O)c2ccccc2C)C1 (centres undefined)	-13	2	nt	nt	-1	-0.5	-9	nt	nt	nt
60	CCCCNc1cc(=O)n(C)c(=O)[nH]1	-8	-3	-4	9	8	-0.6	-8	-4	-5	2
61	CCN1CCN(c2nc(Nc3ccc(OC)cc3)nc(N)c2[N+](=O)[O-])CC1	?	-9	-3	6	-3	-8.3	-25	11	3	-2
62	O=C(CCSc1ccc(Br)cc1)c1ccc(O)cc1	-8	-7	13	-10	0	-4.4	-26	-13	-2	3
63	Cc1[nH]n(C(N)=S)c(=O)c1N=Nc1cc(-c2ccc(Br)cc2)[nH]n1	-4	14	4	-5	-5	-1.0	-14	14	16	3
64	COc1ccc(C(=O)OCCc2cc3ccccc3c(=O)o2)cc1	1	0	nt	-2	-1	-0.2	-4	-10	-35	nt
65	COc1ccc(C(=O)NC(=S)NNC(=O)c2ccc(O)cc2)cc1[N+](=O)[O-]	-1	16	22	0	-7	-1.2	-5	2	9	-6
66	COc1ccccc1C(=O)NNC(=O)c1cccc([N+](=O)[O-])c1	-4	-8	-3	6	2	0.1	-2	-1	-1	5
67	CCc1c(C(=O)O)[nH]c2ccc(Br)cc12	2	0	27	-3	76*	1.3	10	5	6	7
68	FC(F)Oc1ccc(NC(=S)NCC2COc3ccccc3O2)cc1 (centres undefined)	0	-4	5	7	-4	0.6	-2	-5	-7	3
69	O=C(CSc1nc(O)c(-c2ccccc2)c(=O)[nH]1)N1CCOCC1	-4	-7	-1	-3	-1	0.5	-11	13	-4	4
70	CCN1CCN(C(=O)c2ccc(COc3cccc(Cl)c3)o2)CC1	-3	2	26	-1	-9	0.2	-1	-2	0	-5
71	Cc1noc(C)c1COc1ccccc1C(=O)NCCc1ccc(F)cc1	-4	-7	nt	3	-1	-2.6	-3	nt	-15	nt
72	Cc1ccc(CSC(Nc2ccc(F)cc2)=C(C#N)C#N)cc1	0	-1	-12	0	33*	1.1	8	7	-5	10
73	CC(C)C1CC(C(=O)Nc2ccccc2)C(=O)O1 (centres undefined)	6	14	nt	-8	8	0.9	?	4	-1	nt

An excerpt; rates above refer to the full screens.
